# KCNQ1 act – potentiates or activates the human KCNQ1 potassium channel | CHO-K1 KCNQ1, thallium flux FluxOR fluorescence; stronger effect = higher value | B-score at 10 µM | hit rate 0.35% among 310,000 | AID 2648;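 active means fluorescence ratio B-score, a plate-corrected score, at least three library SD, with initial intensity B-score within 5 SD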
# Target sequence (P51787 whole entry, looked up): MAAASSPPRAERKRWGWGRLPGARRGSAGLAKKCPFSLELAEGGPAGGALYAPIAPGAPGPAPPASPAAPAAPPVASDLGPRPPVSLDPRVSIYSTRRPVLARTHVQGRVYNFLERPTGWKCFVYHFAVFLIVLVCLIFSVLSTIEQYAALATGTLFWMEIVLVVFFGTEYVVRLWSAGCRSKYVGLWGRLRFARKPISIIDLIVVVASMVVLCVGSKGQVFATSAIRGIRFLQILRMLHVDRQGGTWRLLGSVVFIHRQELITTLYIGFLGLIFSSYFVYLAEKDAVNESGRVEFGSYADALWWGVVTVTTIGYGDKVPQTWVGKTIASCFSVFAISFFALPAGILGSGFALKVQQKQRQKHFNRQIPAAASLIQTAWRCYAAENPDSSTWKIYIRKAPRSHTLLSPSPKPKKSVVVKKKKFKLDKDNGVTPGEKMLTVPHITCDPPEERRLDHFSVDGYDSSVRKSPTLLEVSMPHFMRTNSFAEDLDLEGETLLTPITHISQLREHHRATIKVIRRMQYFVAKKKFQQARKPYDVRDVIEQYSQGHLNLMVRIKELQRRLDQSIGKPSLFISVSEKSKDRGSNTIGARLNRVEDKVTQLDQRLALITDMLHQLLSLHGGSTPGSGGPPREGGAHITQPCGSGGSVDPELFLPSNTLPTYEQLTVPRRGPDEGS
#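 Test system: CHO-K1 cells stably expressing KCNQ1 / Medium: assay buffer / Also added: depolarizing K+/Tl+ stimulus, K2SO4 and Tl2SO4 each 12.5 mM in 5x stock / Incubation: 90 min dye loading and 20 min compound exposure, both at room temperature / Signal: thallium influx via FluxOR fluorescence, kinetic imaging / Evaluation: B score of baseline-normalized fluorescence ratio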
# RGS4 block – inhibitors of human RGS4; B-score at 10 µM; hit rate 0.45% among 310,000; HEK293 M3R/RGS4 inducible, Fluo-4 calcium flux; stronger effect = higher value; triggered by carbachol at its EC20; AID 463165;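 active means B-score, a plate-corrected calcium signal, over three deviations above library mean, with baseline fluorescence within five deviations of library mean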;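 further: RGS4 expression induced by doxycycline in cells with stable M3 receptor; B-score is computed from the integrated fluorescence ratio over baseline after carbachol; higher B-score means a larger calcium signal and so more RGS4 inhibition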
# Target sequence (P49798 whole entry, looked up): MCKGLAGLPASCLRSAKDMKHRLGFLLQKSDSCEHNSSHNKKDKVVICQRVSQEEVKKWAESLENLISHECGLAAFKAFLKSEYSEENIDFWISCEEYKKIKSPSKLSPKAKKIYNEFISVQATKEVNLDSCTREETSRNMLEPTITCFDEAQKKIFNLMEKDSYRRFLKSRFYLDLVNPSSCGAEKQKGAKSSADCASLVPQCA
# hERG rescue – hERG (human) protection from proarrhythmic block | Q12809 | hit rate 0.51% among 310,000 | CHO-hERG, FluxOR thallium flux, dofetilide IC70 present | activation (rescue from dofetilide block), less the hit threshold, % at 10 µM;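 active means activation above the mean of controls blocked by dofetilide plus 5 SD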;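 further: thallium influx through hERG after potassium depolarization seen as dye fluorescence rise; in these data hits start at about 4.7%; inactives centre near -7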
# RGS4 act – potentiators or activators of RGS4; HEK293 M3R/inducible RGS4, carbachol calcium flux Fluo4; stronger effect = lower value; B-score at 10 µM; hit rate 0.92% among 310,000;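 active means B-score of the integrated calcium signal more than 4 SD below the library mean, with starting fluorescence not abnormally high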;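 further: negative B-score means reduced calcium response which marks RGS4 activation or potentiation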
#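 Material: Inducible-RGS4 HEK293 cells carrying M3 receptor; also added: carbachol at ECmax as muscarinic agonist stimulus; incubation: compound preincubation 20 min at room temperature before agonist; signal: Fluo4-AM (2 µM) calcium-flux fluorescence, kinetic read; measure: integrated calcium ratio converted to B score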
# GSK3A inh – blocks human GSK-3 alpha kinase | inhibition, % at 10 µM | AID 2650 | hit rate 0.1% among 320,000 | P49840 | ADP-Glo luminescence, 60 min;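 in the data active means inhibition above about 50%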;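 further: GST-tagged GSK-3 alpha with peptide substrate and 25 µM ATP; 0% = DMSO neutral wells and 100% = GW8510 positive control wells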
# KCNK9 block – inhibitors of human KCNK9 two-pore domain potassium channel; HEK293 KCNK9, FluxOR thallium flux fluorescence; stronger effect = lower value; hit rate 1.2% among 310,000; B-score at 10 µM;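 active means ratio B-score over 3 SD below the library mean, with starting fluorescence within 5 SD of its mean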;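 further: negative B-score means less thallium flux so channel inhibition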
# PolyA inh – blocks polyadenylation in yeast reporter cells. hit rate 0.02% among 300,000. calls only at 12 µM. S. cerevisiae SKY197-pL101 polyadenylation reporter, beta-gal luminescence; efflux-impaired pdr1/pdr3 knockout yeast; score 100 = 6 SD above DMSO;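 active means lowest replicate activity score at least 50, where 100 means six control SD above control mean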;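 further: yeast exposed to compound for 9 h at 30 °C; higher score means more reporter readthrough which indicates perturbed polyadenylation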
# GSK3B inh – blocks human GSK3beta kinase activity; GST-GSK3beta kinase, ADP-Glo luminescence, 60 min; stronger effect = lower value; activity score (negative = inhibition), % at 10 µM; hit rate 0.038% among 300,000; AID 2097;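 active means more than half of replicate wells score below -50%, meaning over 50% inhibition versus plate controls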;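 further: 0% = median DMSO wells and -100% = median GW8510 positive control wells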
#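 test system = GST-tagged human GSK3beta kinase, cell-free | reagent = 25 µM ATP with peptide substrate | dosing = one dose of 10 µM per compound | schedule = 60 min reaction, RT | detection = luminescent ADP-Glo measurement of ADP formed | control set = DMSO neutral wells and GW8510 at 20 µM as positive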
# Dyrk1A ADPGlo – blocks rat Dyrk1A kinase activity. ADP-Glo luminescence, NFATc1 peptide. Q63470. hit rate 0.43% among 310,000. inhibition, % at 12.5 µM; in the data active means inhibition above about 50%;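 further: plate controls were vehicle with enzyme for no effect and no enzyme for full effect; many of its hits are not listed in these tables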
# KCNQ1 inh – inhibitors of human KCNQ1 potassium channel | P51787 | AID 2642 | hit rate 1.3% among 310,000 | B-score at 10 µM | CHO-K1 KCNQ1, FluxOR thallium flux fluorescence; stronger effect = higher value;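 active means compounds whose thallium flux B-score, printed positive for inhibition, exceeds three library SD while starting fluorescence stays within three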;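 further: channel opened by potassium depolarization with thallium stimulus after 20 min compound exposure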
# KCNK3 block – human KCNK3 channel inhibition, primary screen | AID 602410 | hit rate 0.84% among 340,000 | B-score at 10 µM | CHO-KCNK3 thallium flux, FluxOR fluorescence; stronger effect = lower value;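 active means B-score under library mean minus 4 SD, starting fluorescence ratio at most library mean plus 5 SD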;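 further: more negative B-score means stronger inhibition of thallium flux through KCNK3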
# An asterisk follows results filed as active; i = inactive; . = no result given. A portion of the library; rates above refer to the full screens.
SMILES,KCNQ1 act,RGS4 block,hERG rescue,RGS4 act,GSK3A inh,KCNK9 block,PolyA inh,GSK3B inh,Dyrk1A ADPGlo,KCNQ1 inh,KCNK3 block
COC(=O)c1scc(C)c1NC(=O)CC1NCCNC1=O (stereo not given),i,i,-4.6,i,0.0,i,i,3.7,.,i,i
Fc1ccc(Nc2nc(N3CCOCC3)nc(N3CCOCC3)n2)cc1,i,i,-10.7,i,-0.9,i,i,1.4,0.3,i,i
CC(=O)/C(=N\Nc1ccc(C)cc1)Sc1nncn1C,i,i,-7.7,i,-1.3,i,i,0.0,-7.7,i,i
COC(=O)C1=C(C)NC(=O)/C1=C\N(C)C,i,i,-7.2,i,2.3,i,.,1.4,1.2,i,i
Cc1cnc(NC(=O)c2cccc(S(=O)(=O)N3CC(C)OC(C)C3)c2)s1 (stereo not given),i,i,-5.3,i,3.5,i,i,-3.3,47.2,i,i
Cc1ccc(-c2cn3cc(C)ccc3n2)cc1,i,i,-1.2,i,-1.1,i,.,-24.1,-6.2,i,i
COc1ccc(OC)c(CN(CCN2CCOCC2)C(=O)Nc2ccccc2)c1,i,i,-2.0,i,-1.3,i,i,-1.9,-0.7,i,i
CCn1cc(S(=O)(=O)Nc2cc(C(=O)OC)ccc2C)cn1,i,i,-7.1,i,-2.7,i,i,0.3,-2.3,i,i
Cc1cc(C(F)(F)F)n2ncc(C(=O)O)c2n1,i,i,-13.8,i,-1.2,i,i,-0.2,2.4,i,i
CC(C)n1c(Oc2ccc(F)cc2)nc2c1c(=O)n(C)c(=O)n2C,i,i,0.5,i,-4.0,i,i,3.2,-4.0,i,i
Cc1ccc(Oc2ccc(OCC(=O)NC(C)C(=O)O)cc2)cc1 (stereo not given),i,i,-5.0,i,-1.5,i,i,0.2,3.7,i,i
CCOc1ccc(NC(=O)C2CCCN(C(=O)Nc3ccccc3)C2)cc1 (stereo not given),i,i,-2.1,i,-1.9,i,i,1.9,-0.8,i,i
COc1cc(OC)cc(C(=O)Nc2cccc3nc(C)ccc23)c1,i,i,-4.2,i,4.0,i,i,-1.4,-2.0,i,i
CCNC(=O)CON=C1c2ccccc2-c2ccccc21,i,i,-7.7,i,-1.1,i,i,0.8,8.0,i,i
CCOC(=O)c1c(NC(=O)CSc2nc3ccccc3s2)sc(C(C)=O)c1C,i,i,-14.0,i,0.2,i,i,1.6,22.6,i,i
CNC(=O)C(=O)NCCC1CCCCN1S(=O)(=O)c1cccs1 (stereo not given),i,i,-14.6,i,-1.3,i,i,1.1,8.9,i,i
CN1CCN(CCCNC(=O)c2ccc(CSCc3cccc(Cl)c3)o2)CC1,i,i,-8.9,i,-1.0,i,i,2.8,.,i,.
COC(=O)c1sccc1NC(=O)CC1C(=O)NCCN1C(=O)c1ccc(N(C)C)cc1 (stereo not given),i,i,-9.9,i,6.5,i,i,3.8,-5.2,i,i
O=c1ccc(-c2ccc([N+](=O)[O-])cc2)nn1-c1ccccc1,i,i,-11.4,i,-2.2,i,i,-3.1,-5.5,i,i
COC(=O)c1cc(NC(=O)/C=C/c2ccccc2)ccc1O,i,i,-5.4,i,-2.0,i,i,-0.5,.,i,.
Cc1cc(NN)nc(Cc2ccccc2)n1,i,i,-3.8,i,-0.8,i,i,-0.2,-3.6,i,i
CCn1c(SCC(=O)Nc2cc(C)on2)nnc1-c1ccc(S(=O)(=O)N2CCN(C)CC2)cc1,i,i,-25.5,i,-2.7,i,i,4.2,-2.5,i,i
c1ccc(C2C/C(=N\N3CCOCC3)c3ccccc3O2)cc1 (stereo not given),i,i,-4.6,i,-0.2,i,i,-1.8,-2.7,i,i
Cn1c(/C=N/Nc2nc3ccccc3[nH]2)nc2ccccc21,i,i,-14.8,i,2.7,i,i,-2.8,7.5,i,i
CCOc1ccc(N=C2C(=O)Nc3ccc(C)c(Br)c32)cc1,i,i,-4.6,i,0.2,i,i,-2.2,5.2,i,i
# (listing goes on)
SMILES,KCNQ1 act,RGS4 block,hERG rescue,RGS4 act,GSK3A inh,KCNK9 block,PolyA inh,GSK3B inh,Dyrk1A ADPGlo,KCNQ1 inh,KCNK3 block
CCN1/C(=C2/SC(=S)NC2=O)Sc2ccccc21,i,i,-11.1,i,1.8,i,i,2.1,5.9,i,i
COC(=O)c1ccc(C2c3c(oc4cc(C)c(C)cc4c3=O)C(=O)N2CCCN(C)C)cc1 (stereo not given),i,i,-5.9,i,-2.2,i,i,0.5,.,i,.
Cc1cc2c3c(c1)C(C)CC(C)(C)N3C(=O)C2=C(C#N)C#N (stereo not given),i,i,-1.4,i,-4.9,i,i,6.2,-4.6,i,i
CCOc1cccc(C(=O)Nc2cccc(-c3nc4ncccc4o3)c2C)c1,i,i,-17.0,i,1.1,i,i,-30.6,20.6,i,i
O=C(CSc1n[nH]c(=O)n1-c1ccccc1)N1CCOCC1,i,i,-3.3,i,2.1,i,i,-2.4,1.9,i,i
CCOP(=O)(c1ccc(N(C)C)cc1)C(O)c1cc(OC)c(OC)c(OC)c1 (stereo not given),i,i,-12.8,i,-0.8,i,i,1.7,2.1,i,i
Cc1nccn1CC(O)COc1ccccc1 (stereo not given),i,i,-4.6,i,1.8,i,i,1.0,2.8,i,i
CC(C)OC(=O)Nc1ccc2c(c1)N(C(=O)CCN(C)C)c1ccccc1CC2,i,i,-9.3,i,-3.2,i,i,3.3,13.5,i,i
Cc1cc(-c2n[nH]c(=S)n2/N=C/c2cccs2)n[nH]1,i,i,-5.8,i,2.9,i,i,-4.6,-0.2,i,i
CC(C(=O)NC1=NCCS1)N1C(=O)C2CC=CCC2C1=O (stereo not given),i,i,0.8,i,4.6,i,i,0.1,-1.8,i,i
Cc1cccc(C(=O)Nc2sc3c(c2C(=O)O)CCC3)c1,i,i,-13.9,i,-7.4,i,.,2.3,-1.2,i,i
CCc1onc(C)c1C(=O)O,i,i,-7.4,i,2.3,i,i,-1.0,-0.9,i,i
COCCCn1c(=NC(=O)c2ccncc2)c(C#N)cc2c(=O)n3cccc(C)c3nc21,i,i,-15.1,i,3.6,i,i,-2.2,-1.3,i,i
CC(C)N1C(=O)S/C(=C\c2ccc(-c3ccc(Cl)c(C(=O)O)c3)o2)C1=O,i,i,-2.1,i,-5.5,i,i,-0.2,.,i,i
CC(=O)c1cccc(NC2c3ccccc3C(=O)N2Cc2ccc3c(c2)OCO3)c1 (stereo not given),i,i,-8.5,i,-0.3,i,i,3.0,-2.2,i,i
COCCCNCC1C(Oc2ccc(Cl)cc2)C(=O)N1c1ccccc1C (stereo not given),i,i,-7.5,i,-0.7,i,i,0.0,1.8,i,i
Nc1ccc(S(=O)(=O)Nc2nccc(/C=C/c3ccc(Cl)cc3)n2)cc1,i,i,-3.6,i,-1.8,i,i,1.3,0.8,i,i
CC(=O)N1CCN(c2ccc(NCc3ccc(C(C)C)cc3)cc2)CC1,i,i,-15.2,i,-2.1,i,i,4.4,-1.5,i,i
O=C(CNC(=O)c1cccc(OC(F)F)c1)OCn1nnc2ccccc2c1=O,i,i,-1.3,i,-0.3,i,i,-3.4,5.2,i,i
COc1ccc(OC)c(NC(=O)c2c(NC(=O)CCC(=O)O)sc3c2CCCCC3)c1,i,i,-6.5,i,3.0,i,i,-1.4,3.0,i,i
COc1ccc(Cc2nc3ccc(C(=O)NC(C)c4cn(C)nc4C)cc3o2)cc1 (stereo not given),i,i,-6.8,i,3.6,i,i,-1.8,-3.0,i,i
Cc1cnc(NCCc2ccccc2)s1,i,i,-0.7,i,-0.7,i,i,2.3,0.7,i,i
O=C(N/N=C/c1ccc2c(c1)OCO2)c1ccc(COCC(F)(F)C(F)F)cc1,i,i,-6.3,i,-0.9,i,i,-0.9,.,i,i
COc1cc2c(cc1OC)-c1nnc(C)n1C1(CCCC1)C2,i,i,-13.3,i,31.5,i,i,-14.5,7.1,i,i
O=C(NCCc1ccccc1)c1ccc2nccnc2c1,i,i,-4.1,i,0.6,i,i,-0.3,1.0,i,i
# Additional results:
SMILES,KCNQ1 act,RGS4 block,hERG rescue,RGS4 act,GSK3A inh,KCNK9 block,PolyA inh,GSK3B inh,Dyrk1A ADPGlo,KCNQ1 inh,KCNK3 block
OC(CN1CCOCC1)CN1CCOCC1,i,i,-6.7,i,-1.4,i,i,-4.8,4.4,i,i
CC(=O)c1cc2c(cc1NC(=O)C1CC1)OCO2,i,i,-9.6,i,-0.5,i,i,-15.0,8.9,i,i
CC1(C)Oc2ccc3ccc(=O)oc3c2-c2cnoc21,i,i,-10.1,i,8.0,i,i,2.0,8.3,i,i
CC(C)C[C@@]12C(=O)N(c3cccc(F)c3)C(=O)N1[C@H](c1ccc(Cl)cc1)[C@@H]1C(=O)N(C3CCCCC3)C(=O)[C@@H]12,i,i,-5.0,i,-1.7,i,i,-3.3,2.4,i,i
Cc1ccc(C)c(S(=O)(=O)N2CCN(C(=O)c3cncc(Br)c3)CC2)c1,i,i,-10.4,i,3.4,i,i,-3.2,-1.8,i,i
Cn1c(=O)c2c(nc(SCCCO)n2Cc2ccccc2Cl)n(C)c1=O,i,i,-10.9,i,-1.4,i,i,0.6,-1.6,i,i
COC(=O)C1CSC(c2ccc(Cl)cc2)N1C(=O)c1ccccc1 (stereo not given),i,i,-15.8,i,-1.6,i,i,-8.0,-3.4,i,i
COC(=O)c1cccc(NC(=S)Nc2cc(Cl)ccc2OC)c1,i,i,-5.8,i,1.4,i,i,-0.5,2.1,i,i
Cc1ccc(C)c(S(=O)(=O)Nc2ccc(C(=O)NCC(c3ccco3)N(C)C)cc2)c1 (stereo not given),i,i,-9.6,i,-1.2,i,i,4.5,0.0,i,i
Cc1ccc(O)c(NC(=O)C2=CC(c3ccco3)=NS(=O)(=O)N2C)c1,i,i,-6.1,i,-2.0,i,i,1.3,-2.0,i,i
c1ccc(C(c2nnnn2C2CCCC2)N2CCN(c3nc4ccccc4s3)CC2)cc1 (stereo not given),i,i,-4.1,i,-0.2,i,i,2.4,-2.7,i,i
Clc1ccc(OCc2nnc3n2N=C(c2ccc4c(c2)OCCO4)CS3)c(Cl)c1,i,i,-6.9,i,1.8,i,i,1.9,0.9,i,i
Cc1cccc(NS(=O)(=O)c2cc(C(=O)NCCC3=CCCCC3)ccc2Cl)c1,i,i,-6.2,i,-3.6,i,i,0.8,9.4,i,-12.2*
CCC(C)C(Nc1ccc(C(=O)OC)cc1[N+](=O)[O-])C(=O)OC (stereo not given),i,i,-8.1,i,1.6,i,i,0.5,-3.3,i,i

# Compound activity deposited in PubChem BioAssay by several laboratories.
